Assay outcomes (PubChem BioAssay)
mouse IAP activators – mouse intestinal phosphatase enzyme activation – biochemical, luminescence, single concentration, confirmation (AID 434970) | purified mouse IAP, CDP-Star luminescence, 30 min; hits give low values | activity change, negative = activation, % at 10 µM | 2.9% of 11,000 active; in the data active means activity change below about -85%;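 further: percent relative to enzyme plus DMSO wells and wells without enzyme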
mouse IAP activators Fold change – further read-out of mouse IAP activators, marked with its call; activation factor; measured here: IAP activation factor; hits give high values;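 fold luminescence change scaled to plate control wells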
Starred values were filed as active, the others as inactive. This is a subset; the hit share may differ from the screen's.

mouse IAP activators | mouse IAP activators Fold change | mol
7 | 0.93 | O=C(OC(C(=O)NCC1CCCO1)c1ccc(F)cc1)c1ccco1 (configuration not stated)
-71 | 1.7 | CC(NC(=O)Nc1ccc(Cl)cc1)C(c1cccs1)N1CCOCC1 (configuration not stated)
-3 | 1 | CC(C)c1ccccc1NC(=S)NN(Cc1ccccc1)c1ccccc1
3 | 0.97 | COCCCNC(=O)CCc1nc(-c2ccccc2Cl)no1
7 | 0.93 | COc1ccc(C(=O)Nc2ccccc2NC(=O)c2ccco2)cc1OC
-13 | 1.1 | CC[C@]12c3[nH]c4cc(-c5ccco5)ccc4c3CCN1C(=O)[C@@H](CC(=O)NCCCn1ccnc1)C[C@@H]2C(=O)N1CCN(C(=O)C2CC2)CC1
-1 | 1 | CCCCc1ccc(-c2nc(N)n[nH]2)cc1
4 | 0.96 | CC1=NN(/C(=N\c2nnc(C)s2)Nc2ccc(C)cc2)[C@H](c2ccc(C)cc2)S1
10 | 0.9 | O=C(O)CSc1nc2ccccc2[nH]1
7 | 0.93 | FC(F)(F)c1cc(-c2ccco2)nc(NCc2ccc(Cl)cc2)n1
1 | 0.99 | CC[C@]12c3[nH]c4ccc(OC)cc4c3CCN1C(=O)C(CC(=O)NCCc1ccccn1)C[C@@H]2C(=O)N1CCN(C(=O)C2CC2)CC1 (some centres not stated)
2 | 0.98 | CCC(C)OC(=O)C1=C(C)O[C@]23OC(N)=C(C#N)[C@]12C(=O)c1ccccc13 (some centres not stated)
-19 | 1.2 | COc1ccc2[nH]c3c(c2c1)CCN1C(=O)C(CC(=O)NCc2cccc(C(F)(F)F)c2)C[C@H](C(=O)N2CCCCC2)[C@@]31CCc1ccccc1 (some centres not stated)
0 | 1 | O=C1c2ccccc2S(=O)(=O)c2cc(N3CCc4ccccc4C3)ccc21
5 | 0.95 | CCN(CC(=O)Nc1ccc2c(c1)OCCO2)C(=O)C1CCCCC1
20 | 0.8 | CCOC(=O)CNC(=O)c1cccs1

Entries above with an NH in an aromatic ring:
mouse IAP activators | mouse IAP activators Fold change | mol
-13 | 1.1 | CC[C@]12c3[nH]c4cc(-c5ccco5)ccc4c3CCN1C(=O)[C@@H](CC(=O)NCCCn1ccnc1)C[C@@H]2C(=O)N1CCN(C(=O)C2CC2)CC1
-1 | 1 | CCCCc1ccc(-c2nc(N)n[nH]2)cc1
10 | 0.9 | O=C(O)CSc1nc2ccccc2[nH]1
1 | 0.99 | CC[C@]12c3[nH]c4ccc(OC)cc4c3CCN1C(=O)C(CC(=O)NCCc1ccccn1)C[C@@H]2C(=O)N1CCN(C(=O)C2CC2)CC1 (some centres not stated)
-19 | 1.2 | COc1ccc2[nH]c3c(c2c1)CCN1C(=O)C(CC(=O)NCc2cccc(C(F)(F)F)c2)C[C@H](C(=O)N2CCCCC2)[C@@]31CCc1ccccc1 (some centres not stated)

Next part.
mouse IAP activators | mouse IAP activators Fold change | mol
1 | 0.99 | COc1ccccc1C(=O)NC(C)c1nc2ccccc2[nH]1 (configuration not stated)
1 | 0.99 | COc1ccc(C2CC(=O)Oc3cc(C)c(Cl)cc32)cc1 (configuration not stated)
6 | 0.94 | O=C(NCCC(=O)N1O[C@@H]2C=C[C@H]1C2)OCC1c2ccccc2-c2ccccc21
2 | 0.98 | CC(NC(=O)CCSc1nc(-c2ccc3c(c2)OCO3)cc(C(F)(F)F)n1)c1ccccc1 (configuration not stated)
3 | 0.97 | O=C(CCC(=O)c1cccs1)OCC(=O)N1CCN(S(=O)(=O)c2ccccc2)CC1
-3 | 1 | O=C(O)c1ccccc1-c1ccccc1C(=O)Nc1cccc2ccccc12
5 | 0.95 | Cc1nc(-c2ccccc2)nc2[nH]ccc(=O)c12
-5 | 1.1 | O=C(Nc1ccccc1)N(C1=NCCCCS1)c1cccc2ccccc12
3 | 0.97 | Nc1nc(-c2c[nH]c3ccccc23)cs1
-6 | 1.1 | CCOC(=O)C(O)(CC(=O)Nc1ccc(Cl)cc1Cl)C(F)(F)F (configuration not stated)
-2 | 1 | CCCCOC(=O)c1ccc(NC(=O)c2nn(C)cc2Br)cc1
-12 | 1.1 | COc1cc(NC(=O)C(Cc2ccccc2)n2cccc2)cc(OC)c1 (configuration not stated)
-11 | 1.1 | COC(=O)c1cccc(N2C(=O)C(Cl)=C(N3CCOCC3)C2=O)c1
-1 | 1 | CCN1C(=O)[C@H]2[C@H]3CN=C(SCc4ccc(C#N)cc4)N3[C@@](CC)(C(=O)OC)[C@H]2C1=O
14 | 0.86 | N#Cc1c(-c2ccccc2)nc(-c2ccccc2)[nH]c1=O
6 | 0.94 | COC(=O)[C@H](C)N(Cc1ccc(Cl)c(Cl)c1)S(=O)(=O)CCNC1CCCC1
8 | 0.92 | O=C(CCCCC(=O)NCc1cccs1)NCc1cccs1
18 | 0.82 | CCC1(C)NC(=O)N(CC(=O)Nc2sc3c(c2C(N)=O)CCC3)C1=O (configuration not stated)
-2 | 1 | CC/C(=N\n1nnnc1Nc1ccccc1)c1ccccc1
-10 | 1.1 | Cc1cc(NC(=O)CCN2CCC(C(N)=O)CC2)ccc1Br
5 | 0.95 | CCc1cc2c(CN3CCN(CCO)CC3)cc(=O)oc2cc1O
-562* | 6.6* | C#CCOCCOCCOCCNc1nc(N2CCN(C(=O)CCCCCCCCCCNC(=O)[C@H]([C@@H](C)CC)n3cc(CCCCN=C(N)N)nn3)CC2)nc(N2CCN(C(=O)CCCCCCCCCCNC(=O)[C@H](CO)n3cc(CCCCCN)nn3)CC2)n1
3 | 0.97 | CCN1C(=O)[C@H]2[C@H]3CN=C(SCc4ccc(C#N)cc4)N3[C@@](C)(C(=O)OC)[C@H]2C1=O
-167* | 2.7* | O=C(Nc1ccc(Cl)c(Cl)c1)Nc1cc(C(=O)N2CCOCC2)ccc1N1CCCCC1

Grouped by structure: those above with two or more sulfur atoms (3)
mouse IAP activators | mouse IAP activators Fold change | mol
4 | 0.96 | CC1=NN(/C(=N\c2nnc(C)s2)Nc2ccc(C)cc2)[C@H](c2ccc(C)cc2)S1
3 | 0.97 | O=C(CCC(=O)c1cccs1)OCC(=O)N1CCN(S(=O)(=O)c2ccccc2)CC1
8 | 0.92 | O=C(CCCCC(=O)NCc1cccs1)NCc1cccs1

Next section.
mouse IAP activators | mouse IAP activators Fold change | mol
79 | 0.21 | Cc1ccc(C(=O)Nc2nnc(CC(=O)N/N=C/c3ccc(O)c(O)c3)s2)cc1
-2 | 1 | COc1ccc(C2CC(=O)Oc3c(C(C)C)ccc(C)c32)cc1 (configuration not stated)
3 | 0.97 | O=[N+]([O-])c1ccccc1C1Nc2cccc3cccc(c23)N1
4 | 0.96 | O=C(CCS(=O)(=O)c1cccc2nonc12)NCCc1ccccc1Cl
6 | 0.94 | CCn1nnnc1SCC(=O)NCc1ccco1
-1 | 1 | O=S(=O)(NCc1ccc(F)cc1)c1ccc2c(c1)OCCO2
-68 | 1.7 | COc1cccc(NC(=O)NCCCSC2CCCCC2)c1
83 | 0.17 | Nc1c(/C=C2/C=CC(=O)C(O)=C2)c(=O)nc2sc(CC(=O)N3CCCCC3)nn12
-10 | 1.1 | CC(C)CN(C(=O)COC(=O)Cc1c[nH]c2ccccc12)C1CCS(=O)(=O)C1 (configuration not stated)
-9 | 1.1 | COc1ccc(Cl)cc1NC(=O)CN1CCC(n2nnc3cc(F)ccc32)CC1
8 | 0.93 | COc1ccc(S(=O)(=O)n2nc(OC(=O)c3ccccc3)cc2N)cc1
75 | 0.25 | Cc1cc(/C=C2\SC(=S)NC2=O)c(C)n1-c1cccc(O)c1
1 | 0.99 | CCCOc1ccc(C(C)=O)cc1CC(C(=O)OCC)C(=O)OCC
-13 | 1.1 | O=C(NCc1ccc2c(c1)OCO2)c1cccnc1
15 | 0.85 | CC(=O)NC(NC(=S)Nc1ccc(N=Nc2ccccc2C)cc1C)C(Cl)(Cl)Cl (configuration not stated)
-41 | 1.4 | COc1ccc(NC(=O)CN(c2cc(C)cc(C)c2)S(=O)(=O)c2c(C)noc2C)cc1OC
3 | 0.97 | c1nc2nc3c(c(N4CCOCC4)n2n1)CCCC3
2 | 0.98 | COc1cc(N)ccc1NC(=O)c1cccs1
-51 | 1.5 | COc1ccc(C2CC(c3cccc(C(F)(F)F)c3)=NN2c2ccc(S(N)(=O)=O)cc2)cc1 (configuration not stated)
-64 | 1.6 | S=C(Nc1ccc(Cl)cc1)NC1CC2CCC(C1)N2Cc1ccccc1 (configuration not stated)
0 | 1 | Cc1ccc(C(=O)NC(Cc2ccccc2C(F)(F)F)C(=O)O)cc1 (configuration not stated)
33 | 0.67 | O=C(N/N=C/c1cc(Br)cc(Br)c1O)c1cccc(S(=O)(=O)N2CCOCC2)c1
6 | 0.94 | O=C(NC(Nc1nc2ccccc2s1)(C(F)(F)F)C(F)(F)F)c1ccccc1
-2 | 1 | COc1ccc(-c2sc3cc(OC)ccc3c2-c2ccc(OCCN3CCOCC3)cc2)cc1
6 | 0.94 | O=C1C(Cl)=C(Nc2ccccc2O)C(=O)N1c1ccccc1
-14 | 1.1 | CCOC(=O)c1ccc(NC(=O)NCc2ccncc2)cc1
-5 | 1 | Cc1[nH]c2ccccc2c1Cc1nnc(SCCC#N)o1
1 | 0.99 | Cc1ccc(NC(=O)c2ncn(CC(=O)NCC(C)c3ccccc3)n2)cc1C (configuration not stated)
-4 | 1 | C=C1c2cc(OC)ccc2NC(=O)N1CC
8 | 0.92 | COc1ccc(C)cc1-n1nnnc1SCC(=O)c1cc(C)n(Cc2ccco2)c1C
-3 | 1 | O=C(NC1=NCCS1)c1cccc(NC(=O)c2ccco2)c1
-7 | 1.1 | CCn1c(=O)cc(SCC(=O)Nc2ccc(OC)c(OC)c2)c2ccccc21

3 entries out of the list, ordered by molecular weight, high to low:
mouse IAP activators | mouse IAP activators Fold change | mol
8 | 0.92 | COc1ccc(C)cc1-n1nnnc1SCC(=O)c1cc(C)n(Cc2ccco2)c1C
-7 | 1.1 | CCn1c(=O)cc(SCC(=O)Nc2ccc(OC)c(OC)c2)c2ccccc21
-4 | 1 | C=C1c2cc(OC)ccc2NC(=O)N1CC

The list continues:
mouse IAP activators | mouse IAP activators Fold change | mol
9 | 0.91 | O=C(CSc1nnc(-c2cccnc2)o1)OC1CCCCC1
-1 | 1 | O=c1[nH]c(-c2ccccc2)c(-c2ccccc2)[nH]1
4 | 0.96 | O=C(Nc1scc(-c2ccccc2)c1C(=O)O)c1ccco1
-19 | 1.2 | CCc1[nH]nc2c1C1(CCOC1C)C(C#N)=C(N)O2 (configuration not stated)
1 | 0.99 | Cc1c(/C=C/C(=O)c2ccccc2)cnn1C
5 | 0.95 | Cc1ccc(C(=O)/C=C2/NC(=O)CS2)cc1
1 | 0.99 | C[N+]1(CC(=O)Nc2ccccc2Cl)CCN(C(=O)c2cccs2)CC1
4 | 0.96 | CC(=O)CSc1nc(N)c(C#N)c(-c2cccs2)c1C#N
3 | 0.97 | Cc1ccccc1OCC(=O)Nc1ccc(N2CCN(S(C)(=O)=O)CC2)cc1
1 | 0.99 | CCCC1(C(=O)OCC)NC(c2ccc(N(C)C)cc2)C2C(=O)N(c3ccc(OCC)cc3)C(=O)C21 (configuration not stated)
3 | 0.97 | CS(=O)(=O)N(Cc1ccccc1)c1ccc(C(=O)NCC2CCCO2)cc1 (configuration not stated)
1 | 0.99 | O=c1cccc(-c2ccccc2)[nH]1
-13 | 1.1 | CC1(C)CC(=O)c2cc(C(=O)NCc3ccco3)c(=O)n(-c3ccc(Cl)cc3)c2C1
4 | 0.96 | Cc1nc2ccccc2c(=O)n1CCCn1ccnc1
0 | 1 | CC[C@]12c3[nH]c4ccc(Cl)cc4c3CCN1C(=O)[C@@H](CC(=O)NCCCOC)C[C@@H]2C(=O)N1CCN(C(=O)C2CC2)CC1
-2 | 1 | CCCCNC(=O)C1CCN(C/C(C)=C/c2ccccc2)CC1
-2 | 1 | COc1ccc(C)cc1NC(=O)CSc1nnc(COc2ccc(Cl)cc2)n1Cc1ccco1
7 | 0.93 | O=S(=O)(Nc1cc(Cl)ccc1N1CCCCC1)c1cccs1
-48 | 1.5 | Cc1ccc(CN2CCC(C(=O)Nc3cccc(-c4cccc(F)c4)c3)CC2)o1
5 | 0.95 | COc1ccc(OC)c(C(O)c2coc3ccc(O)c(CN(C)C)c23)c1 (configuration not stated)
-1 | 1 | COc1ccc(S(=O)(=O)N2Cc3ccccc3CC2C(=O)N2CCOCC2)cc1OC (configuration not stated)
-7 | 1.1 | Cc1ccc(NC(=O)CS(=O)CC(=O)NCC2CCCO2)cc1 (configuration not stated)
50 | 0.5 | NS(=O)(=O)c1ccc(CNC(=O)/C=C/c2ccco2)cc1
-4 | 1 | Cc1c(O)ccc(C(=O)CN2C(=O)c3ccccc3C2=O)c1O
-39 | 1.4 | CCCCCCC1CCC(C(=O)NC(CCSC)C(=O)NC(C(=O)OC)C(C)C)CC1 (configuration not stated)
-2 | 1 | Clc1ccc(-c2cn3cc(Br)ccc3n2)cc1Cl
-5 | 1 | Cc1nn(-c2ccccc2)c2c1C1(C(=O)N(C)c3ccccc31)C(C#N)=C(N)O2 (configuration not stated)
1 | 0.99 | CCn1c(N2CCN(C(=O)NC3CCCCC3)CC2)nc2ccccc21
4 | 0.96 | Cc1ccc(C)c(NC(=O)CSc2nnc(CSc3nc(C)cc(C)n3)n2Cc2ccco2)c1
10 | 0.9 | CCOC(=O)c1sc(N)c(C#N)c1CSc1nnc(C2CCCCC2)n1N
-15 | 1.1 | COc1cccc(NC(=O)CC2COc3ccccc3O2)c1 (configuration not stated)
12 | 0.88 | Cc1cc(N2CCOCC2)ccc1/C=C1\SC(=O)N(C(C)C)C1=O
6 | 0.94 | Cc1ccc(/C=N/n2nnnc2N)cc1[N+](=O)[O-]
-1 | 1 | O=C(CCC(=O)N(c1cccc(F)c1)C(C(=O)NC1CCCC1)c1ccncc1)Nc1cccnc1 (configuration not stated)
73 | 0.27 | CC(C(=O)Nc1ccc(C(=O)O)c(O)c1)N1C(=O)/C(=C\c2ccco2)SC1=S (configuration not stated)
4 | 0.96 | CCOC(=O)C1=CNS(=O)(=O)NC1c1ccc(C)cc1 (configuration not stated)
0 | 1 | Cc1ccc(CN2CC(C(=O)Nc3ccc4c(C)cc(=O)oc4c3)CC2=O)cc1 (configuration not stated)
9 | 0.91 | CC(=O)NCc1cc(-c2nn(C)c(=O)c3ccccc23)ccc1C
-199* | 3* | CCOc1ccccc1NC(=O)CN1CCC(NC(=O)Nc2ccccc2)CC1
-1 | 1 | Cc1occc1-c1nnc(SCC(=O)Nc2ccccc2-c2ccccc2)n1C
